Source: PubChem BioAssay (several laboratories)
sPLA2-III inh: Inhibits HGIII-sPLA2 liposome hydrolysis, primary screen. Q9NZ20. QFRET BODIPY PC-A2 liposome hydrolysis, fluorescence. inhibition, % at 12.2 µM. hit rate 0.56% among 370,000. AID 743126;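 active = inhibition above mean plus 3 SD of compounds lying within the high and low control bounds, cut at about 19% in these data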;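 also: 0% = median of test compound wells and 100% = no enzyme DMSO wells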
Target sequence (Q9NZ20 whole entry, looked up): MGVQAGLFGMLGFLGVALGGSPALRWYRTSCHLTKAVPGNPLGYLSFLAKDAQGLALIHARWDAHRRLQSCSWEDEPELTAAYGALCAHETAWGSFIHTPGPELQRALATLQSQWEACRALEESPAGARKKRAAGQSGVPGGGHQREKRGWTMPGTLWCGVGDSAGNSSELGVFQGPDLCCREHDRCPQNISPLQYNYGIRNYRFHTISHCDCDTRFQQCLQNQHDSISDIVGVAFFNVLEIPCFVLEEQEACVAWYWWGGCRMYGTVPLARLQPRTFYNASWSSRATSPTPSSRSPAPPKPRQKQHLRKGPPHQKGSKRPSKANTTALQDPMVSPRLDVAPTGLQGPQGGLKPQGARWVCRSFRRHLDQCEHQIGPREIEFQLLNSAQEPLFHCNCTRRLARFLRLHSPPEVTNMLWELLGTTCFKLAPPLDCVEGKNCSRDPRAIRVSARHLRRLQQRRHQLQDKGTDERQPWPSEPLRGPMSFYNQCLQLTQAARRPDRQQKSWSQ
DAX1 inh-1: inhibits human nuclear receptor DAX1; HEK293 Gal4-DAX1 luciferase reporter, luminescence; inhibition, % at 6.75 µM; hit rate 0.99% among 340,000; AID 504766;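 active = inhibition above the mean over all tested compounds plus 3 SD, cut at about 4.2% in these data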;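 also: 0% = DAX1-transfected cells with DMSO and 100% = empty-vector control cells with DMSO; inhibition shows as a rise in luminescence from relieved DAX1 repression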
PLC-beta3 inh: PLC-beta3 (human) inhibition, primary screen | inhibition, % at 12.2 µM | Purified PLC-beta3, fluorogenic substrate, fluorescence | hit rate 0.18% among 370,000 | AID 720704; in the data active = inhibition above about 11%;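 also: 0% = median of compound wells on plate and 100% = full blocker control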
hcDAF12 agonist: activators of H. contortus DAF-12 nuclear receptor; HEK293 hcDAF-12 lit1-tk-luc reporter, luminescence; 0% DMSO, 100% Δ7-dafachronic acid; activation, % at 6.8 µM; hit rate 1.4% among 370,000;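 active = activation above the mean of all tested compounds plus 3 SD, cut at about 5.5% in these data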;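 also: 100% = response to 3 µM Δ7-dafachronic acid high control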
hgDAF12 agonist: activates the H. glycines DAF-12 receptor ligand-binding domain. activation, % at 6.8 µM. HEK293 GAL4-hgDAF12 UAS-luciferase reporter, agonist luminescence; normalized to butyrate control. hit rate 1.8% among 370,000;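 active = activation above a cutoff set at the mean of all screened compounds plus 3 SD, cut at about 10% in these data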;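 also: 0% = DMSO wells and 100% = sodium butyrate wells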
DAX1 inh-2: inhibitors of DAX1 repression of SF-1 activated StAR promoter; HEK293T StAR-luciferase reporter, SF-1/DAX-1 repression relief; hit rate 1.1% among 370,000; inhibition, % at 6.8 µM; AID 652010;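 active = inhibition above the mean over all tested compounds plus 3 SD, cut at about 3.6% in these data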;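 also: 0% = DAX-1 cells with DMSO and 100% = cells lacking DAX-1 with DMSO; higher inhibition means more luminescence from relief of DAX-1 repression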
SMARCA2 act: activators of SMARCA2 function. MG213 cells, MMTV-luciferase reporter, dexamethasone, overnight. activation, % at 9.1 µM. hit rate 1% among 370,000. AID 652017; in the data active = activation above about 7.8%;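 also: 0% = vehicle wells and 100% = reference activator wells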
NR1D1 modulator: Rev-erb alpha (human) modulation. P20393. activity, % at 10 µM. AID 1259318. Rev-erbα–FITC-DNA binding, fluorescence polarization, 90 min. hit rate 0.79% among 370,000;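 active = activity above about 14%, limit read from the data; passing the limit was not always enough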;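 also: 0% = DMSO wells with 35 nM protein and 100% = DMSO wells with 750 nM protein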
Target sequence (P20393 whole entry, looked up): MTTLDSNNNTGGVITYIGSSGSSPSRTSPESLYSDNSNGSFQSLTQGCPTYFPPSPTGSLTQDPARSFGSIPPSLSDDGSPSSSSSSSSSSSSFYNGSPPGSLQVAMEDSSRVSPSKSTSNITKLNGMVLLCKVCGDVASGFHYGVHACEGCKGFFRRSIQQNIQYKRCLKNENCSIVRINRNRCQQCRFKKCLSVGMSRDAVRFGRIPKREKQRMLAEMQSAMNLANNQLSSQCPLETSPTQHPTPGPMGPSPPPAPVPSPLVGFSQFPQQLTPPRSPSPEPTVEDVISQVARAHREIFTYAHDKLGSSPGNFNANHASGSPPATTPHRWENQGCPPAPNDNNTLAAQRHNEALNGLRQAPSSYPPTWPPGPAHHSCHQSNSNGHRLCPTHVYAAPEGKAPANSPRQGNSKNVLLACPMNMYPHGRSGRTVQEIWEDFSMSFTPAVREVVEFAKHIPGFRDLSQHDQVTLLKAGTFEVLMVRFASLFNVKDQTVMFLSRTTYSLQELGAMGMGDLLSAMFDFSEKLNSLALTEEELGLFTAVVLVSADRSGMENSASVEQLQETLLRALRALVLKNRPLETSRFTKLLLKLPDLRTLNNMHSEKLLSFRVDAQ
PG9 Ab binder: small molecules binding HIV-1 gp120 antibody PG9; inhibition, % at 6.7 µM; TR-FRET gp120-PG9 antibody binding; hit rate 0.43% among 360,000; AID 624416; in the data active = inhibition above about 8.5%
ssDAF12 agonist: activates DAF-12 receptor from parasite S. stercoralis. HEK293 ssDAF-12/GRIP1 lit1-tk-luc reporter, luminescence; % of 3 µM dafachronic acid response. activation, % at 6.8 µM. hit rate 1% among 370,000;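 active = activation above the mean over all tested compounds plus 3 SD, cut at about 0.9% in these data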;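 also: 0% = DMSO-only wells and 100% = 3 µM delta7-dafachronic acid wells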
GAA850 FXN act: frataxin GAA850 promoter activation | HEK293 lucGAA850 FXN promoter luciferase reporter, 24 h; percent of 10 µM SAHA response | activation, % at 6 µM | hit rate 0.56% among 360,000 | AID 540364;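 active = activation above the average of all compounds screened plus 3 SD, cutoff fixed separately per campaign, cut at about 7.5% in these data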;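 also: 0% = DMSO wells and 100% = 10 µM SAHA wells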
* hit, by the source's call; . = no result given. Compounds were not picked by outcome. Share with any hit: about 7%.

Assay codes: A = sPLA2-III inh; B = DAX1 inh-1; C = PLC-beta3 inh; D = hcDAF12 agonist; E = hgDAF12 agonist; F = DAX1 inh-2; G = SMARCA2 act; H = NR1D1 modulator; I = PG9 Ab binder; J = ssDAF12 agonist; K = GAA850 FXN act
COc1ccc(O)c(C(=O)c2coc(=N)c(C(=O)Nc3ccc(SC(F)F)cc3)c2)c1
  A: -19	B: -1.7	C: -36	D: -0.2	E: -2.7	F: -1.3	G: -4	H: 0	I: -0.9	J: -2.4	K: -2.8
CC(C)c1ccc2nc3sc(C(=O)N4CCc5ccccc5C4)c(N)c3cc2c1
  A: -5	B: -1.1	C: -50	D: 4.1	E: 3.7	F: 1.9	G: 1	H: 9	I: 0.5	J: -0.2	K: 2.0
Cc1ccc(C(C(=O)NC2CCCC2)N2CCCC(C)C2)cc1 (stereo not drawn)
  A: 8	B: 1.0	C: 4	D: 0.2	E: -0.6	F: 0.7	G: -5	H: 7	I: -1.3	J: -1.8	K: 1.1
O=C(Oc1cccc2c(OC(=O)N3CCCC3)cccc12)N1CCCC1
  A: -7	B: -0.6	C: 1	D: -0.6	E: -2.5	F: 1.1	G: 0	H: 4	I: 1.1	J: -1.1	K: -1.2
C=CCNC(=O)c1ccc(N(C)S(=O)(=O)c2ccc(OC)cc2)cc1
  A: 4	B: -0.8	C: 1	D: -1.8	E: -0.7	F: -0.4	G: -4	H: 1	I: -2.9	J: -1.7	K: 0.2
CN(C)C(=O)OCc1c(-c2ccccc2)ncc2ccccc12
  A: -2	B: -0.6	C: 1	D: -1.1	E: -1.1	F: -0.4	G: 0	H: 1	I: 0.1	J: -1.2	K: .
CC(=O)Oc1ccc(C(=O)Nc2cccc(C(=O)Nc3ccccc3C(=O)O)c2)cc1
  A: -12	B: 0.7	C: -13	D: -0.2	E: -2.3	F: 0.2	G: -3	H: -3	I: 0.4	J: -1.7	K: 3.0
CS(=O)(=O)N(CC(=O)NCc1ccc2c(c1)OCO2)c1cccc(Cl)c1
  A: 4	B: 0.5	C: -1	D: 0.1	E: 4.1	F: 0.1	G: -1	H: 0	I: -0.7	J: -1.1	K: 1.6
COc1ccc(OC)c(S(=O)(=O)NCc2cn3cccc(C)c3n2)c1
  A: 1	B: -0.7	C: 2	D: -1.3	E: -1.5	F: 0.5	G: 2	H: 1	I: -0.3	J: -1.4	K: 0.3
CCCC1CC(C)(C(=O)Cn2[nH]c(=O)ccc2=O)OC1=O (stereo not drawn)
  A: -1	B: -0.1	C: 3	D: 0.5	E: 0.9	F: 0.4	G: 1	H: 6	I: -0.8	J: -1.2	K: -1.4
C=C1C(=O)[C@]23C[C@H]1CCC2[C@@]1(C)C(C[C@@H]3O)[C@](C)(C(=O)OC)CC[C@@H]1O (stereo partly drawn)
  A: 6	B: .	C: 2	D: -3.9	E: -0.6	F: -6.9	G: -11	H: -3	I: -2.2	J: -2.0	K: .
O=S(=O)(c1ccccc1)N1N=C(c2ccc(Br)cc2)CC1c1ccco1 (stereo not drawn)
  A: -3	B: -0.3	C: -10	D: -0.5	E: 0.1	F: -0.6	G: -3	H: -2	I: -3.3	J: -0.4	K: 0.2
CC1CCN(CCCNC(=O)c2ccc(N3CCCC3=O)cc2)CC1
  A: 8	B: 0.3	C: -2	D: -2.6	E: -2.2	F: 0.1	G: 0	H: -1	I: 1.7	J: -1.3	K: 0.6
Cc1ccc(C)c(NC(=O)CN(C)C(=O)C2CCCC2)c1
  A: 4	B: -0.1	C: -3	D: -2.2	E: 0.5	F: -1.8	G: -1	H: -6	I: 0.7	J: -0.5	K: -0.7
CCCc1nc2oc3cc(OC)ccc3c(=O)c2c(=O)n1CCc1ccccc1
  A: 2	B: 2.8	C: -54	D: -0.2	E: 0.6	F: -0.4	G: 2	H: -3	I: -1.8	J: -1.3	K: -2.2
CCCNC(=O)c1onc(CSc2nc3ccccc3[nH]2)c1C(=O)NCCC
  A: 0	B: 0.3	C: -1	D: 1.8	E: 1.0	F: -0.5	G: 3	H: -2	I: -1.1	J: -1.1	K: -0.1
O=C(C[n+]1cccc2ccccc21)c1ccc([N+](=O)[O-])cc1
  A: 6	B: -0.1	C: -8	D: 3.8	E: -1.4	F: -1.4	G: -4	H: -3	I: -2.2	J: 1.3*	K: -0.4
O=C(CCNC(=O)c1ccc([N+](=O)[O-])cc1)NC1CCCc2ccccc21 (stereo not drawn)
  A: 10	B: -1.4	C: -7	D: 0.0	E: 2.3	F: -1.6	G: -3	H: 2	I: -1.7	J: -1.1	K: 3.1
CC1(C)Cc2c(cnn2-c2ccc(F)cc2)C(NC(=O)C2CCC2)C1 (stereo not drawn)
  A: 3	B: -0.1	C: -11	D: 0.2	E: -0.9	F: 4.3*	G: -3	H: -2	I: 0.3	J: -0.9	K: 2.2
Cc1ccc(CNC(=O)CN(C(=O)C2(C)CC(=O)N=C3C=CC=CN32)c2cc(C)ccc2C)cc1 (stereo not drawn)
  A: 1	B: 1.4	C: -142	D: -0.6	E: -0.7	F: 1.1	G: 0	H: 1	I: 1.1	J: -0.5	K: 0.8
CCN(CC)CCCN=C1N[C@@H](c2cccc(F)c2)C(C(=O)OC)=C(C)N1Cc1ccccc1
  A: 7	B: 0.4	C: 4	D: -1.4	E: -1.4	F: 0.5	G: 4	H: -5	I: 1.3	J: -1.5	K: -3.3
CCC(C)n1c(=O)c2sccc2n2c(CCCC(=O)N3CCC(C(N)=O)CC3)nnc12 (stereo not drawn)
  A: 7	B: 0.9	C: -11	D: -2.2	E: -2.7	F: 0.3	G: -6	H: 1	I: 0.1	J: -1.1	K: -1.6
CC(CCc1ccccc1)NC(=O)c1ccc(Br)cc1 (stereo not drawn)
  A: -1	B: 0.8	C: -4	D: -1.3	E: 2.3	F: 0.2	G: 1	H: 1	I: -0.8	J: -0.3	K: 2.0
COc1ccc(O)c(/C=N/NC(=O)CCC(=O)Nc2ccc(F)cc2)c1
  A: -11	B: 0.3	C: -466	D: -0.7	E: -1.0	F: -0.2	G: -3	H: 2	I: 0.5	J: -0.8	K: -0.3
COc1cccc(N2CC(C(=O)NC3CCCCC3)CC2=O)c1 (stereo not drawn)
  A: 4	B: 0.2	C: -1	D: 0.0	E: -1.7	F: 0.9	G: 0	H: 0	I: 0.8	J: -0.8	K: -0.2

3 compounds already listed, ordered by their value in sPLA2-III inh, smallest number first.
smiles,sPLA2-III inh
CC1(C)Cc2c(cnn2-c2ccc(F)cc2)C(NC(=O)C2CCC2)C1 (stereo not drawn),3
CS(=O)(=O)N(CC(=O)NCc1ccc2c(c1)OCO2)c1cccc(Cl)c1,4
CCN(CC)CCCN=C1N[C@@H](c2cccc(F)c2)C(C(=O)OC)=C(C)N1Cc1ccccc1,7

(cont.)
Assay codes: A = sPLA2-III inh; B = DAX1 inh-1; C = PLC-beta3 inh; D = hcDAF12 agonist; E = hgDAF12 agonist; F = DAX1 inh-2; G = SMARCA2 act; H = NR1D1 modulator; I = PG9 Ab binder; J = ssDAF12 agonist; K = GAA850 FXN act
CCCCCCCSc1nsc(N)n1
  A: -8	B: 1.1	C: 2	D: -0.2	E: 5.9	F: 0.5	G: 7	H: 7	I: -1.6	J: -1.0	K: 0.2
COC(=O)c1ccccc1OS(=O)(=O)N(C)C
  A: 5	B: -1.6	C: 0	D: -1.5	E: 0.0	F: 0.5	G: 0	H: -8	I: 0.5	J: -1.4	K: -0.6
CCC(=O)Nc1c(C(=O)N2CCN(c3ccccn3)CC2)cnn1-c1ccc(Cl)cc1
  A: 2	B: 0.5	C: 2	D: -0.9	E: 1.1	F: -0.6	G: -4	H: 3	I: 1.0	J: -1.5	K: 0.8
CC(=O)c1cccc(NC(=O)COC(=O)c2ccc3c(c2)OCO3)c1
  A: 0	B: 1.0	C: -1	D: -1.5	E: -1.2	F: -0.9	G: -2	H: 4	I: 0.7	J: -0.3	K: 1.0
COc1cc(C(=O)NCC(c2cccs2)N2CCOCC2)ccc1OCc1ccccc1 (stereo not drawn)
  A: -8	B: 1.2	C: -7	D: -0.4	E: 0.9	F: 0.1	G: 3	H: 7	I: 1.8	J: -1.5	K: 0.8
O=C(O)C1C2C=CC(O2)C1C(=O)NCc1ccccc1Br (stereo not drawn)
  A: 10	B: -0.2	C: 1	D: -1.6	E: 0.7	F: -1.1	G: 2	H: 1	I: 1.4	J: -1.6	K: -1.4
CC(C)C1CC(CCN)(c2ccccc2)CCO1 (stereo not drawn)
  A: 4	B: 1.9	C: -5	D: -2.2	E: -1.0	F: 0.6	G: -1	H: -3	I: 0.4	J: -1.3	K: -2.7
CC(C)CC1(C)NC(=O)N(CC(=O)NC(=O)Nc2ccc3c(c2)OCCO3)C1=O (stereo not drawn)
  A: -7	B: 1.5	C: 0	D: -0.4	E: -1.4	F: -0.6	G: 1	H: 5	I: -0.4	J: -1.7	K: -0.5
COCCNc1oc(/C=C/c2cccs2)nc1S(=O)(=O)c1ccccc1
  A: -4	B: -0.4	C: -183	D: -1.1	E: 0.1	F: -1.3	G: -2	H: -1	I: -4.0	J: -1.6	K: 0.5
O=C(C1CCCCC1)N1C[C@H](n2cc(-c3ccc(F)cc3)nn2)[C@@H](O)C[C@@H]1c1ccc(Cl)cc1
  A: -20	B: 0.7	C: 3	D: -1.1	E: -0.4	F: 1.8	G: -4	H: 8	I: -1.4	J: -1.4	K: -1.4
O=[N+]([O-])c1cc(-c2n(-c3ccccn3)c3ccccc3[n+]2-c2ccccn2)ccc1Cl
  A: 2	B: -1.3	C: -2	D: -0.8	E: 0.8	F: -0.3	G: -5	H: 2	I: 3.3	J: -2.4	K: -0.6
Cc1cc2c(c(=O)n1Cc1cccnc1)C(Cc1ccccc1)C(C#N)=C(N)O2 (stereo not drawn)
  A: -2	B: -2.2	C: -13	D: -1.0	E: 1.6	F: -0.1	G: 0	H: -1	I: -0.6	J: -0.9	K: -5.6
CC(=O)Nc1ccc2nc(NC(=O)COc3ccc([N+](=O)[O-])cc3)sc2c1
  A: 0	B: -0.2	C: 5	D: -1.8	E: -2.8	F: 1.2	G: 1	H: -6	I: -0.1	J: -0.8	K: 1.3
CCn1ccnc1CN(C)Cc1cn(-c2ccc(C)cc2)nc1-c1ccc(F)cc1
  A: -4	B: -1.9	C: 1	D: -0.7	E: 5.2	F: 0.1	G: -1	H: -1	I: -3.2	J: -1.9	K: 0.2
COc1ccc(-c2cc(C(=O)N3CCOCC3)c3ccccc3n2)cc1OC
  A: -3	B: -1.3	C: -152	D: -0.6	E: -1.1	F: 0.5	G: 3	H: -3	I: 1.4	J: -1.5	K: -0.6
O=C(NNC(=O)c1ccc(Cl)c(Cl)c1)c1ccncc1
  A: -3	B: .	C: -6	D: -0.1	E: -0.5	F: -0.1	G: 1	H: 3	I: -0.8	J: -1.1	K: 0.7
O=C(CCN1C(=O)/C(=C\C=C\c2ccccc2)SC1=S)Nc1ccccc1C(=O)O
  A: -9	B: 0.0	C: -8	D: 0.0	E: 2.6	F: 0.8	G: -3	H: 0	I: -1.4	J: -1.0	K: 1.5
CC1(C)Cc2cccc(OCC(=O)NCCc3ccccc3)c2O1
  A: -4	B: 1.1	C: -3	D: -0.8	E: -1.0	F: 5.1*	G: 6	H: 1	I: 0.3	J: -0.1	K: 3.9
Cn1c(=O)cc(OCCCC(=O)N2CCN(c3ccccc3)CC2)c2ccccc21
  A: -1	B: 0.0	C: 2	D: -0.5	E: -3.6	F: -1.1	G: -5	H: -4	I: 2.1	J: -1.6	K: 3.1
